High-throughput results: PubChem BioAssay, several laboratories
Myeloid diff MLP: compounds promoting myeloid differentiation; ER-HoxA9 myeloid progenitors, lysozyme-GFP differentiation, flow cytometry; calls only at 10 µM; AID 624256; 360,000 tested, 1% active;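 active means normalized GFP-positive differentiation at or above the plate's own cutoff, the solvent-only control mean plus 3 SD; inconclusive means no clear call, values can overlap the other calls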;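 further: cells exposed to compound for four days before flow analysis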
SIAH1 antagonists: blockers of Siah-1 interaction with plectin peptide – biochemical, fluorescence polarization, rhodamine-plectin, uHTS, primary screen (AID 1817) | Siah-1 / rhodamine-plectin peptide fluorescence polarization; higher % means a stronger effect | one-dose displacement, % at 20 µM; IC50 in µM for titrated hits | 290,000 tested, 0.02% active;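 active means displacement of at least 50% at 20 µM, with a fluorescence ratio check between 0.3 and a set limit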;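 further: plate controls were Siah plus tracer with DMSO for no effect and tracer alone without Siah for full effect; strong numbers were not always called active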
PhoP inhibition: PhoP-dependent GFP reporter repression – Salmonella Typhimurium, primary screen (AID 1863); S. Typhimurium PhoP-regulated promoter GFP reporter, 4 h; higher % means a stronger effect; inhibition, % at 50 µM; hits with a dose series show IC50 in µM; 300,000 tested, 0.16% active;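 active means inhibition over 29.93%, a cutoff 3 SD above the screen mean, later confirmed by dose response; inconclusive means inhibition over 29.93% but no dose response follow-up; inactive means inhibition at most 29.93% or unconfirmed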;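 further: 0% = low Mg2+ inducing control and 100% = high Mg2+ repressing control; strong numbers were not always called active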
Myeloid diff MLP GFP+ MAC1+ %: also measured in Myeloid diff MLP; calls as there; GFP+ MAC1+ double positive, %; measured here: differentiation confirmed by MAC1 staining
Starred values were filed as active, the others as inactive; i = inactive; ? = inconclusive; . = no result given; + = active, no number. Some of the compounds tested; count on the stated rates, not on these rows.

SMILES	Myeloid diff MLP GFP+ MAC1+ %	PhoP inhibition	SIAH1 antagonists	Myeloid diff MLP
Cc1ccc(/C=N/Nc2cc(C)nc(NCc3ccccc3)n2)cc1	0.3	15%	-3%	i
COCCNc1oc(/C=C/c2ccccc2)nc1C#N	0.5	-1%	-6%	i
CCOC(=O)c1cnc(-n2nc(C)cc2C)nc1Oc1ccc(C(=O)OC)cc1	0.0	6%	2%	i
CCOC(=O)N1CCc2c(sc3ncn(C)c(=O)c23)C1	0.4	-15%	-3%	i
CC(C)(C)OC(=O)N1CCC[C@H]1C(=O)N/N=C/c1cccc2cccnc12	0.5	7%	0%	i
CC(=O)N1c2ccc(S(=O)(=O)NCC3CCC(C(=O)NCc4ccccc4)CC3)cc2CC1C (stereo not given)	0.9	5%	-5%	i
O=C(/C=C/c1ccc(F)cc1)NC(=S)N1CCN(Cc2ccccc2)CC1	0.7	-3%	13%	i
COc1cccc(N2CCN(C(=O)c3oc4ccccc4c3NC(=O)Cc3ccc(OC)c(OC)c3)CC2)c1	1.3	-7%	-2%	i
CCCCNC(=O)CSc1nc2ccc(Nc3nc(N4CCOCC4)nc(N4CCOCC4)n3)cc2s1	0.6	-10%	3%	i
Cc1nnsc1C(=O)NNc1ccc(C(C)C)cc1	0.1	-2%	7%	i
CCc1ccc(NC(=O)Cn2nc(C)n3cccc3c2=O)cc1	3.0	9%	-4%	i
Cn1c(=O)[nH]c(=O)c2c1nc(N/N=C/c1ccncc1)n2Cc1ccc(Cl)cc1	0.2	-8%	2%	i

SMILES	Myeloid diff MLP GFP+ MAC1+ %	PhoP inhibition	SIAH1 antagonists	Myeloid diff MLP
CNC(=S)NNC(=O)c1sc(-c2cc(C)on2)nc1C	0.8	1%	0%	i
C/C(=N\NC(=O)CSc1nc(C)[nH]c1[N+](=O)[O-])c1ccc(F)cc1	0.2	-3%	0%	i
O=P(Cc1cc(Br)cc(Br)c1OCCO)(c1ccccc1)c1ccccc1	0.7	-3%	0%	i
CC(C)C(=O)NC(=S)Nc1c(Cl)ccc2nsnc12	1.0	-8%	-1%	i
CC(C)NC(=O)CSc1nccc(-c2cccs2)n1	0.7	-14%	0%	i
Cc1ccc(Cn2nc(C)cc2C(=O)Nc2ccc(Cl)cc2)cc1	0.9	-8%	2%	i
Cc1ccc(/C=N/NC(=O)C[n+]2ccccc2)s1	0.8	2%	-4%	i
Cc1cc([N+](=O)[O-])nn1Cc1ccc(C(=O)N/N=C/c2ccc(N(C)C)cc2)cc1	0.3	-3%	10%	i
N#Cc1c(N)n(-c2ccccc2N)c2nc3ccccc3nc12	0.9	-15%	-3%	i
CCCC(=O)Nc1ccc(-c2csc(NNC(C)=O)n2)cc1	0.4	-2%	-6%	i
Cc1c(OCC(=O)NCC2CCC(C(=O)O)CC2)ccc2c(-c3ccccc3)cc(=O)oc12 (stereo not given)	1.9	3%	3%	i
Nc1ncnc(Nc2cc(C(F)(F)F)cc(C(F)(F)F)c2)n1	0.7	2%	7%	i

SMILES	Myeloid diff MLP GFP+ MAC1+ %	PhoP inhibition	SIAH1 antagonists	Myeloid diff MLP
Cc1cn2c(N)c(/C=C3\C=Nc4ccccc43)c(=O)nc2s1	0.5	-1%	-2%	i
O=C(NCc1ccncc1)c1cc(-c2ccc(Cl)cc2)oc1C(F)(F)F	1.4	0%	11%	i
COc1ccc(C(=O)O/N=C(\N)Cc2ccc([N+](=O)[O-])cc2)c(OC)c1	0.3	-14%	9%	i
COc1ccc(CCn2c(O)cc3nn(-c4nc5ccccc5s4)c(=O)c-3c2C)cc1	0.6	-9%	10%	i
COc1ccc(CN2CCNC(=O)C2CC(=O)NC2CC(C)(C)CC(C)(C)C2)cc1OC (stereo not given)	0.0	6%	-3%	i
Nc1cccc(NP(=O)(c2ccccc2)c2ccccc2)c1	1.2	0%	15%	i
CCCCCCC1CC(=O)NC(=O)N1 (stereo not given)	0.5	-6%	-2%	i
Cc1nn(C(C)C(=O)N/N=C/c2ccc(N(C)C)cc2)c(C)c1[N+](=O)[O-] (stereo not given)	0.7	2%	4%	i
Cc1c2n(c3ccccc13)CC/C2=N\O	0.4	-2%	-3%	i
CNc1nnc(-c2ccco2)s1	0.2	2%	2%	i
CC(=O)c1ccc(N2CCN(C(=O)CCS(=O)(=O)c3ccc4c(c3)NC(=O)CS4)CC2)cc1	0.6	3%	-8%	i
Cc1ccc(N=C2NC(=O)/C(=C/c3cccnc3)S2)cc1C	0.7	-16%	12%	i

SMILES	Myeloid diff MLP GFP+ MAC1+ %	PhoP inhibition	SIAH1 antagonists	Myeloid diff MLP
COc1cc(C(=O)NC(=S)NNC(=O)[C@H]2C[C@@H]2c2ccccc2)cc(OC)c1OC	0.4	-7%	-4%	i
NC(=S)N/N=C/c1coc2cc(Br)ccc2c1=O	0.4	-9%	-1%	i
O=C1c2ccccc2C(=O)N1/N=C/c1ccc(O)c(O)c1O	0.8	19%	55%	i
COc1ccccc1Cn1c(C(C)C)nc2ccccc21	0.6	-13%	14%	i
COc1ccc(/C(C)=N/NC(=O)CNC(=O)Cc2ccccc2)c(OC)c1	1.2	-4%	-3%	i
CCCc1cnc(N2CCN(C(=O)c3c(-c4ccccc4)noc3C)CC2)nc1	1.5	3%	4%	i
CCc1nn(CC(=O)N2CCC(C(N)=O)CC2)c(=O)c2cc3occc3n12	0.7	4%	0%	i
O=C(CN1C(=O)c2ccccc2S1(=O)=O)c1ccc(F)cc1	0.6	0%	4%	i
CC(=O)Cn1c(=O)oc2ccccc21	0.9	-14%	10%	i
Cc1ccc(NC(=O)CSCc2cc(=O)n3cc(C)sc3n2)c(C)c1	1.2	-7%	3%	i
Cc1c(OCC(=O)N2C[C@H]3C[C@@H](C2)c2cccc(=O)n2C3)ccc2c3c(c(=O)oc12)CCC3	2.7	7%	-4%	i
COc1cc(NC(=O)SC2=NCCS2)cc(OC)c1	0.6	-5%	-6%	i

SMILES	Myeloid diff MLP GFP+ MAC1+ %	PhoP inhibition	SIAH1 antagonists	Myeloid diff MLP
O=C(Nc1ccc(-c2cnco2)cc1)c1ccc(Cl)cc1	0.7	-3%	2%	i
Cc1nc2c(c(=O)c3ccccc3n2C)c(=O)n1-c1ccccc1	0.8	-3%	-1%	i
CN1CCN(C(=S)c2ccc(-c3cccc([N+](=O)[O-])c3)o2)CC1	0.2	-6%	9%	i
N#C/C(=C\c1ccc[nH]1)C(=O)N1CCCCC1	0.4	-2%	1%	i
Cc1cc(Cl)ccc1NNC(=O)c1c(C)noc1C	0.0	-13%	0%	i
O=C1CSC(c2cccnc2)N1Cc1ccc(Cl)c(Cl)c1 (stereo not given)	0.1	4%	-8%	i
O=C(Nc1ccccc1Cl)c1csc(-c2cccnc2)n1	0.8	-11%	4%	i
O=C(Nc1cccc(Cl)c1)OC1CCCCc2cccnc21 (stereo not given)	0.4	-14%	2%	i
COc1cc(Nc2ncnc(N)n2)cc(OC)c1OC	0.6	-3%	9%	i
NC(=O)C1CCN(C(=O)COc2ccc3c(c2)oc(=O)c2ccccc23)CC1	1.7	6%	12%	i
Cc1cc(C)nc(N/N=C/c2cn[nH]c2-c2ccccc2)n1	0.6	-11%	10%	i
COC(=O)/C(C#N)=C/c1c(N2CCN(Cc3ccc4c(c3)OCO4)CC2)nc2c(C)cccn2c1=O	0.0	-8%	6%	i

SMILES	Myeloid diff MLP GFP+ MAC1+ %	PhoP inhibition	SIAH1 antagonists	Myeloid diff MLP
CNC(=S)N1CCc2sccc2C1C (stereo not given)	0.3	-1%	-1%	i
CC(C)C(=O)NN1c2ccccc2CCc2ccccc21	1.4	-14%	0%	i
Cc1ccc2c(c1C)NC(=O)CC(c1ccccc1O)=N2	0.2	-9%	1%	i
CC(C)(CC(=O)O)CC(=O)N1CCCN(c2nc3ccc(Cl)cc3s2)CC1	0.5	-4%	17%	i
COc1cccc(C2CCCCN(C)C2=O)c1 (stereo not given)	.	-3%	-1%	?
CSc1nc(SCC(=O)O)c2sc3nc(-c4ccccc4)c4c(c3c2n1)CCC4	0.3	-6%	4%	i
COC(=O)[C@H](CCSC)NC(=O)Nc1cccc(Br)c1	0.3	-11%	3%	i
CC(C)(C)c1ccc(NC(=O)NC2CCCc3ccccc32)cc1 (stereo not given)	0.3	-5%	0%	i
CCOCCCn1c(C)nc2c[n+](CC(=O)c3ccc4ccccc4c3)cc(Br)c21	0.6	5%	0%	i
CN1C2CCC1CC(NC(=O)CSc1ccc(Cl)cc1)C2 (stereo not given)	0.5	2%	-1%	i
O=C(NCCc1ccccc1F)C1CCC(=O)N(Cc2ccccc2F)C1 (stereo not given)	0.3	-1%	1%	i
C=CCN1C(=O)C(C)NC1=S (stereo not given)	0.8	-7%	-4%	i

SMILES	Myeloid diff MLP GFP+ MAC1+ %	PhoP inhibition	SIAH1 antagonists	Myeloid diff MLP
CC1=C/C(=C\C=C(C#N)C#N)N(C)c2ccccc21	5.4*	3%	-14%	+
CC(C)OC(=O)CSc1nnc(C2CCCCC2)n1N	0.5	-17%	4%	i
COc1ccc(C2C(C(=O)c3cccs3)=C(O)C(=O)N2c2cccc(C)n2)cc1OC (stereo not given)	0.9	-1%	12%	i
O=C1CC(C(=O)Nc2ccc(Cl)c(Cl)c2)S/C(=N\N=C\c2ccco2)N1 (stereo not given)	0.6	-7%	0%	i
c1ccc(Cn2c3ccccc3c3nnc(SCCN4CCCCC4)nc32)cc1	0.4	-5%	-2%	i
COc1cccc(/C=N/n2c(-c3cc(C)[nH]n3)n[nH]c2=S)c1	0.1	6%	-3%	i
Cc1ccc(N=CC2=C(O)CC(c3ccccc3Cl)CC2=O)cc1 (stereo not given)	0.5	-6%	15%	i
Cc1cc(C)cc(NC(=O)N2CCN(Cc3ccc4c(c3)OCO4)CC2)c1	0.1	-5%	2%	i
CN1CCN(c2cc(C(F)(F)F)nc3ccc(F)cc23)CC1	1.0	-2%	-5%	i
CCCCc1ccc(NC(=O)N2CCNC(=O)C2CC(=O)Nc2ccsc2C(=O)OC)cc1 (stereo not given)	0.9	-3%	-1%	i
COc1cc(Cl)ccc1OCc1cc(C(=O)N2CCN(C)CC2)no1	1.1	7%	-2%	i
Cc1oc2cc3oc(=O)c(CCC(=O)NCc4ccccn4)c(C)c3cc2c1C	2.3	13%	13%	i

SMILES	Myeloid diff MLP GFP+ MAC1+ %	PhoP inhibition	SIAH1 antagonists	Myeloid diff MLP
Cc1cc(-c2nc(C)c(-c3nnc(SCC(=O)Nc4cc(Cl)cc(Cl)c4)n3C)s2)no1	0.8	-7%	4%	i
CC(C)CC(=O)Nc1ncc([N+](=O)[O-])s1	0.5	0%	-5%	i
Cc1nc(-c2cc(-c3nc(-c4ccc(C(C)(C)C)cc4)no3)no2)cs1	0.4	-6%	5%	i
CC(C)n1cc(-c2nc(C(=O)NN)cs2)c(=O)n(Cc2ccccc2)c1=O	1.7*	-2%	-1%	+
CC(=O)c1nnn(-c2ccccc2C#N)c1C	0.6	0%	0%	i
Cc1nn(C(C)C(=O)NCCc2ccco2)c(=O)c2nn(-c3ccccc3)c(C)c12 (stereo not given)	0.7	7%	2%	i
COc1ccc2[nH]c3c(c2c1)CCN1C(=O)N([C@@H](C)C(=O)NCc2ccco2)C(=O)[C@]31C	2.4	-8%	1%	i
CC(=O)Nc1ccc(NC(=O)CSc2nc3nc(C)cc(C)c3c(=O)[nH]2)cc1	3.7	-8%	1%	i
Cc1ccc(S(C)(=O)=NC(=O)NC(=O)c2c(Cl)cccc2Cl)cc1 (stereo not given)	0.9	-5%	-5%	i
O=Cc1[nH]c2ccccc2c1N(C(=O)CCl)c1ccccc1	0.3	-13%	3%	i

Some of these compounds in order of heavy-atom count, high to low.
SMILES	Myeloid diff MLP GFP+ MAC1+ %	PhoP inhibition	SIAH1 antagonists	Myeloid diff MLP
Cc1cc(-c2nc(C)c(-c3nnc(SCC(=O)Nc4cc(Cl)cc(Cl)c4)n3C)s2)no1	0.8	-7%	4%	i
Cc1nn(C(C)C(=O)NCCc2ccco2)c(=O)c2nn(-c3ccccc3)c(C)c12 (stereo not given)	0.7	7%	2%	i
CC(=O)Nc1ccc(NC(=O)CSc2nc3nc(C)cc(C)c3c(=O)[nH]2)cc1	3.7	-8%	1%	i
CC(C)n1cc(-c2nc(C(=O)NN)cs2)c(=O)n(Cc2ccccc2)c1=O	1.7*	-2%	-1%	+
O=Cc1[nH]c2ccccc2c1N(C(=O)CCl)c1ccccc1	0.3	-13%	3%	i
CC(=O)c1nnn(-c2ccccc2C#N)c1C	0.6	0%	0%	i
